Screening results from PubChem BioAssay.
MEX-5 binding: C. elegans MEX-5 TCR-2 RNA binding activity. MEX-5/FITC-TCR2 RNA binding, fluorescence polarization; hits give low values. activity score (negative = inhibition of binding), % at 10 µM. hit rate 0.38% among 300,000;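 active means inhibition past about -25% in most replicates, and total fluorescence under double the plate's negative control median, limit read from the data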;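 further: 0% = DMSO and -100% = 5 µM competing unlabeled TCR2 RNA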
Target sequence (Q9XUB2 whole entry, looked up): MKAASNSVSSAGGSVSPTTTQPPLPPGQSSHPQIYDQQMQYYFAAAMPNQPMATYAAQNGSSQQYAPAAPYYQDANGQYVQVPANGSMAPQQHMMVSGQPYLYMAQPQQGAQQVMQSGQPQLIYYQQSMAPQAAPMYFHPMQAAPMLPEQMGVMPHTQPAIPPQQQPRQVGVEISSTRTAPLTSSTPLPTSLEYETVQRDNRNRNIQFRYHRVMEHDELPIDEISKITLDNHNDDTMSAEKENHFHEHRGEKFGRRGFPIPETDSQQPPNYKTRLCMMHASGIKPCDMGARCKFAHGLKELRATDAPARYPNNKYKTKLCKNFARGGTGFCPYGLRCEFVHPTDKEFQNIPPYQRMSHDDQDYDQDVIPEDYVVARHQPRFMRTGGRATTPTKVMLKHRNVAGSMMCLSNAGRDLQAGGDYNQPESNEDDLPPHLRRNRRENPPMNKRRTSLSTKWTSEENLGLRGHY
PME-1 inh: PME-1 (human) inhibition; Q9Y570; recombinant PME-1, FP-Rh probe fluorescence polarization; inhibition, % at 5.9 µM; hit rate 0.53% among 320,000; AID 2130;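 active means inhibition above the campaign mean of all compounds plus 3 SD, cut at about 26% in these data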;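 further: competitive labeling of PME-1 active site by serine hydrolase directed probe; 0% = PME-1 with DMSO and 100% = wells lacking PME-1 enzyme; inhibitors block probe labeling so polarization falls and inhibition rises; many of its hits are not listed in these tables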
GLD-1 TGE inh: GLD-1-TGE RNA interaction inhibition (C. elegans); AID 2280; purified GLD-1 + fluorescein TGE RNA, fluorescence polarization; hit rate 0.44% among 320,000; inhibition, % at 5.96 µM; Q17339;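 active means percent inhibition above a per-plate cutoff, the plate mean of test compounds plus 3 SD, cut at about 30% in these data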;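 further: 0% = DMSO wells with GLD-1 and probe and 100% = wells lacking GLD-1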
TPT1 inhibitor: C. albicans TPT1 enzyme inhibition; inhibition, % at 5 µM; recombinant caTPT1, FP RNA substrate dephosphorylation; hit rate 0.81% among 300,000;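 active means inhibition above the mean of all tested compounds plus 3 SD, set per screening campaign, cut at about 24% in these data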;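 further: plate controls were DMSO alone for no effect and ferristatin control at 100 nM for full effect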
Bcl-xL primary: inhibitors of human Bcl-xL; Q07817; GST-Bcl-xL / FITC-Bim BH3 peptide fluorescence polarization; inhibition, % at 10.9 µM; hit rate 0.7% among 320,000;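 active means inhibition above the mean of all tested compounds plus 3 SD, cutoff set per campaign, cut at about 30% in these data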;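 further: 0% = DMSO wells and 100% = unlabeled Bim-BH3 peptide competitor; inhibitors lower millipolarization by displacing the labeled peptide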
Target sequence (Q07817 whole entry, looked up): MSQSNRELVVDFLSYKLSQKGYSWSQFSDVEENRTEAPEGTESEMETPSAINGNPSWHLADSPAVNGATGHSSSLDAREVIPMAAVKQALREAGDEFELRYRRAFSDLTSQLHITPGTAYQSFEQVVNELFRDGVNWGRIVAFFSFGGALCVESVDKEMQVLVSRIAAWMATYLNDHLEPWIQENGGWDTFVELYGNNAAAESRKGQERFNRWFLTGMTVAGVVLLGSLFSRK
Fam108B inh: blocks mouse Fam108B hydrolase in RBBP9 counter-screen; recombinant Fam108B, FP-Rh probe fluorescence polarization; inhibition, % at 9.51 µM; hit rate 0.33% among 300,000; AID 1947;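 active means inhibition above the screen mean inhibition plus 3 SD, computed separately per campaign, cut at about 18% in these data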;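 further: inhibitors lower polarization as less probe binds the enzyme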
MCL1 BIM primary: disrupts human MCL1 binding to BIM-BH3 peptide; AID 2057; inhibition, % at 10.9 µM; GST-MCL1 / FITC-Bim-BH3 fluorescence polarization; Q07820; hit rate 0.68% among 320,000;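 active means inhibition above the mean inhibition of all tested compounds plus 3 SD, set per campaign, cut at about 40% in these data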;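 further: 0% = DMSO wells and 100% = unlabeled Bim-BH3 peptide control; higher means more loss of mP so more displacement of Bim peptide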
Target sequence (Q07820 whole entry, looked up): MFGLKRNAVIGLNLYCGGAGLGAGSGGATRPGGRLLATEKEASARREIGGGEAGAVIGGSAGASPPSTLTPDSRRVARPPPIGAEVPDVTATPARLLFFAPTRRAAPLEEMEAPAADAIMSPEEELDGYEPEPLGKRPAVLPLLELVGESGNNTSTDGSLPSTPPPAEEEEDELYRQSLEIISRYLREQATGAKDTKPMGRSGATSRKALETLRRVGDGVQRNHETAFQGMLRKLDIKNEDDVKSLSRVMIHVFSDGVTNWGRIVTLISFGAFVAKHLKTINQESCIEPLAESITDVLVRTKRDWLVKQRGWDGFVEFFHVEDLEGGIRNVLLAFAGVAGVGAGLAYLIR
PAD4 inh: blocks human protein arginine deiminase 4. Q9UM07. recombinant PAD4, RCA probe fluorescence polarization. inhibition, % at 6.36 µM. hit rate 0.41% among 330,000;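 active means percent inhibition above a cutoff equal to the mean of all tested compounds plus 3 SD, cut at about 15% in these data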;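 further: 0% = PAD4 with RCA probe and DMSO and 100% = probe without PAD4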
GSTO1 counter: counter-screen for RBBP9 inhibitors: inhibitors of human GSTO1. P78417. recombinant GSTO1, activity-based probe fluorescence polarization. inhibition, % at 5.96 µM. hit rate 1.1% among 300,000. AID 1974;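 active means inhibition above the campaign mean inhibition plus 3 SD, cut at about 35% in these data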;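 further: 0% = GSTO1-1 with DMSO and 100% = wells lacking GSTO1-1 enzyme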
An asterisk follows results filed as active; . = not tested or not shown. The list is partial (hit frequency here may not be typical).

SMILES	MEX-5 binding	PME-1 inh	GLD-1 TGE inh	TPT1 inhibitor	Bcl-xL primary	Fam108B inh	MCL1 BIM primary	PAD4 inh	GSTO1 counter
COc1cccc(C(=O)NC2CCN(CC(=O)NCc3ccccc3F)CC2)c1	-4.2	5	2	-2	5	-3	11	0	-2
COc1ccc(O)c(C(=O)c2cnc3onc(C(C)C)c3c2)c1	-2.5	-3	8	-3	5	1	6	1	-2
CSCCC(NC(=O)c1ccccc1Cl)C(=O)N1CCC1 (stereo not drawn)	-0.3	-6	3	-1	5	2	-2	2	3
O=[N+]([O-])c1cccnc1NCCc1ccccc1	-0.6	2	2	1	3	3	0	1	2
COc1ccc(C(=O)NC(=S)NCc2ccccc2)cc1	1.6	3	2	-1	0	-3	4	1	-2
CCCOc1ccc(C(C(=O)OCCN(CC)CC)c2ccccc2)cc1 (stereo not drawn)	-2.9	-1	-2	5	-3	1	0	-3	-4
CCC(C(=O)Nc1ccc(S(=O)(=O)N2CCN(C)CC2)cc1)c1ccccc1 (stereo not drawn)	-4.6	-5	-3	0	1	-1	7	2	0
COc1ccc(C(=O)n2nc(-c3ccco3)nc2SC)cc1OC	-4.9	3	9	-2	16	6	18	3	4
Cc1ccc(NC(=O)CS(=O)CC(=O)Nc2ccc(N3CCOCC3)cc2)cc1Cl (stereo not drawn)	0.3	-3	2	3	-1	0	13	1	5
CN(C)N=Nc1ccc(S(=O)(=O)N2CCSC2C(=O)O)cc1 (stereo not drawn)	-1.4	1	1	-4	5	-4	11	0	-3

Some entries already given with just GLD-1 TGE inh:
Molecule,GLD-1 TGE inh
CSCCC(NC(=O)c1ccccc1Cl)C(=O)N1CCC1 (stereo not drawn),3
O=[N+]([O-])c1cccnc1NCCc1ccccc1,2
COc1ccc(C(=O)NC(=S)NCc2ccccc2)cc1,2

(further entries)
SMILES	MEX-5 binding	PME-1 inh	GLD-1 TGE inh	TPT1 inhibitor	Bcl-xL primary	Fam108B inh	MCL1 BIM primary	PAD4 inh	GSTO1 counter
Cc1coc2cc3oc(=O)c(CCC(=O)N4CCC(C(=O)O)(c5ccccc5)CC4)c(C)c3cc12	1.4	-2	5	1	5	4	6	-1	10
O=C(O)c1ccc(S(=O)(=O)N2CCC(n3nnc4cc(C(F)(F)F)ccc43)CC2)cc1	-2.5	0	0	-6	0	4	-5	1	2
COc1ccc(-c2nc3c4c(ncn3n2)-c2ccccc2CC42CCCC2)cc1	1.4	-7	8	-2	3	-10	-1	-1	-8
O=C(Nc1ncccn1)c1cccc(F)c1	0.0	-2	5	-1	2	5	5	-1	1
CSCCC(NC(=O)COc1ccccc1)C(=O)N1CC(C)OC(C)C1 (stereo not drawn)	.	0	-3	.	0	.	-3	-4	.
Cc1nn(-c2ccccc2)c(N2CCCC2)c1/C=C1\N=C(c2ccc(OC(C)C)cc2)OC1=O	-18	-7	-14	43*	-15	-1	-60	-1	-1
Cc1ccc(S(=O)(=O)CCc2nnc(N)s2)cc1C	3.0	0	11	1	6	-1	6	1	2
O=C(Nc1ccon1)c1ccc(F)c(S(=O)(=O)N2CCCCC2)c1	0.7	1	5	-3	2	1	8	3	0
COc1ccc(NS(=O)(=O)c2ccc(C)c(NC(=O)c3ccc(C)c(S(=O)(=O)N4CCOCC4)c3)c2)cc1	-3.4	3	-1	-3	4	-7	7	3	-1
COc1ccc(C)cc1NC(=O)CSc1nnc2ccc(-c3ccncc3)nn12	-1.4	0	8	0	2	2	5	4	7
NC(=O)CSc1nnc(-c2ccc(S(=O)(=O)N3CCCC3)cc2)o1	0.8	4	-2	-4	-3	-2	-10	-4	-2
CCOC(=O)c1c(-c2ccc(C)o2)csc1NC(=S)NC(=O)c1cccs1	-34*	-20	14	0	10	-37	13	4	-4
O=C(Nc1nc(-c2ccccn2)cs1)c1ccc(-c2ccccc2F)o1	.	-28	2	.	6	.	21	-10	.
O=C1CCCCN1CC(=O)N1CCCC(N2CCN(c3ccccc3F)CC2)C1 (stereo not drawn)	3.0	0	2	-4	10	-2	8	-6	0
Cc1ccc2c(c1)N(CC(=O)NCCCN1C(C)CCCC1C)C(=O)c1cccnc1O2 (stereo not drawn)	-0.4	1	14	0	1	4	7	-5	-2
Cc1ccc(NC(C(N)=O)c2c(C)[nH]c(=O)[nH]c2=O)cc1 (stereo not drawn)	-2.0	2	-4	-7	7	0	7	4	3
Cc1ccc(C)c(NC(=O)c2cc3ccccn3n2)c1	-1.4	-4	0	-8	0	-1	-4	-2	-3
CCn1c(=S)sc2c(=O)n(CC(=O)NC(C)CCc3ccccc3)c(C)nc21 (stereo not drawn)	-0.7	-2	-1	-1	1	-4	3	0	35*
COC(=O)[C@H](Cc1ccccc1)NC(=O)O[C@@H]1C(=O)c2cc(Br)ccc2O[C@H]1c1cccc(OC)c1	-1.9	-7	16	-1	-2	-2	-9	0	-12
COc1ccc(-c2cn(CCC(=O)NCc3ccc(C)cc3)c(CCN)n2)cc1	-1.0	-1	-1	1	7	-7	-3	4	6
N#CC1=C(N)OC2=C(CC/C2=C\c2ccccc2)C1c1ccccc1 (stereo not drawn)	-5.6	-6	41*	83*	8	-9	-20	-4	-5
O=C(NCC(=O)N(c1cccc(F)c1)C(C(=O)NC1CCCC1)c1cccnc1)c1ccco1 (stereo not drawn)	2.3	0	-3	0	5	-3	5	6	5
Cc1ccc(COc2ccc(C)nc2[N+](=O)[O-])cc1	-0.2	-3	0	-4	0	3	-2	-3	-3
CCOC(=O)CN(C(=O)CCC(=O)Nc1cc(C)on1)C(C(=O)NC1CCCC1)c1cccnc1 (stereo not drawn)	0.1	-1	9	-3	-3	-1	1	3	0
CCCCn1c(=O)[nH]c(=O)c2c1nc(-c1ccc(C(F)(F)F)cc1)n2C	-0.9	5	5	-1	-2	10	5	4	0
CSc1ccccc1OCc1cc(C(=O)N(C)C(C)c2nc(C)cs2)no1 (stereo not drawn)	-0.5	7	-3	-2	3	0	-10	-4	0
O=C1C=C(c2ccc(OC(F)(F)F)cc2)C[C@@H](c2ccc(Cl)cc2)C1	.	-6	8	.	-7	.	-3	1	.
Cc1cc(NC(=O)c2cccc(C(=O)Nc3cc(C)on3)n2)no1	-0.6	4	3	0	2	11	3	-6	7
Cc1ccc2cc(C)c3nnc(SCC(=O)c4cccs4)n3c2c1C	-1.2	-9	8	-1	4	-2	-1	5	11
COc1ccc(C2(CNC(C)=O)CCOCC2)cc1OC	1.6	-2	5	0	6	1	4	3	-4
CCn1cc(C=O)c2cc(S(=O)(=O)N3CCOCC3)ccc21	1.5	4	4	-1	4	-1	-7	5	6
O=C(NC1CC1)C1=C[C@H](c2c[nH]c3ccccc23)C[C@H](OCc2ccc(CO)cc2)O1	1.0	3	-7	6	9	0	4	-7	20
CC(C)Sc1nc(O)c(Cc2ccccc2)c(=O)[nH]1	3.5	-6	3	2	3	0	12	-2	11
O=C(NCC1CCCO1)c1ccc(NC(=O)c2cccc(Br)c2)cc1 (stereo not drawn)	-0.3	-4	0	0	-6	-4	4	0	-7
Cc1nnc2sc(SCc3cccc(Cl)c3)nn2c1=O	0.5	-6	13	-1	5	-1	9	-2	11
CCOc1ccc(S(=O)(=O)N2CCCCC2)cc1NC(=O)CC1OC(=O)c2ccccc21 (stereo not drawn)	0.2	5	4	-1	2	-2	-4	1	0
Cc1cc(NC(=O)CN(C)CCOc2ccccc2)ccc1Br	-1.6	-2	-1	4	1	3	0	1	-1
C#CCOC(=O)CCCC(=O)Nc1ccccc1OC	0.0	-2	5	-1	1	-4	8	-2	-1
CCN(CC)c1ccc(NC(=O)/C=C/c2cc(Br)ccc2OC)cc1	0.8	-2	-6	3	2	11	6	4	3
Cc1ccc(C(=O)CC(C(=O)O)P(=O)(c2ccccc2)c2ccccc2)cc1 (stereo not drawn)	-0.5	-4	3	-3	6	-2	0	-5	3
O=C(Nc1ccc2c(c1)OCO2)N1CCN(c2ncccn2)CC1	-2.8	3	4	1	0	2	6	2	1
CCOc1ccc(C(C(=O)NC2CCCCC2)N(C(=O)c2ccco2)c2ccc(-n3cnnn3)c(C)c2)cc1 (stereo not drawn)	-4.9	-2	-8	2	2	-2	1	2	3
Cc1ccc(-c2nc3ncccc3o2)cc1NC(=S)NC(=O)c1ccco1	-3.6	1	0	-2	-2	-1	-2	1	3
Cc1ccc(NC(=O)CCOc2ccccc2C)cc1C	-2.7	-10	1	-4	2	-2	4	0	5
Cc1cc(C(=O)Nc2ccccc2N2CCOCC2)c(C)o1	-2.0	4	5	3	4	-3	0	0	4
N#CC1=C(N)N(c2ncn[nH]2)C2=C(C(=O)CCC2)C1c1ccccc1 (stereo not drawn)	-3.9	0	-1	-2	-8	-2	-11	1	-3
CC(C)CN(C(=O)CSc1n[nH]c(-c2cccs2)n1)C1CCS(=O)(=O)C1 (stereo not drawn)	.	8	5	.	-3	.	6	-2	.
Cc1ccc2c(c1)/C(=C/c1ccccc1)C(=O)N2	-1.0	2	3	1	1	0	-3	3	-5
COc1ccc(CC(=O)NCC(=O)N/N=C/c2sccc2C)cc1	-2.2	3	-3	0	8	-1	4	3	0
O=Cc1ccccc1OCCN1CCCC1=O	4.7	-7	4	-3	5	-4	6	1	6

(cont.)
SMILES	MEX-5 binding	PME-1 inh	GLD-1 TGE inh	TPT1 inhibitor	Bcl-xL primary	Fam108B inh	MCL1 BIM primary	PAD4 inh	GSTO1 counter
O=C(NC1CCCCC1)C1CC(=O)N(c2cccc([N+](=O)[O-])c2)C1 (stereo not drawn)	-0.7	0	-4	-2	2	6	-1	1	1
Nc1[nH]n2c(=O)c3c(nc2c1N=Nc1ccc(Cl)cc1)CCCC3	2.0	0	3	1	18	17	22	-1	-5
Nc1ncc(Br)cc1S(=O)(=O)NCCC(=O)NCc1ccc(F)cc1	-1.9	-2	1	4	8	3	6	1	16
CC(=O)Nc1ccc(C(=O)/C=C/c2ccc[nH]2)cc1	-1.3	-3	-18	13	-10	-4	-9	-2	-3
O=C(NCC(c1ccco1)N1CCCC1)c1cc2ccccc2s1 (stereo not drawn)	.	1	-2	.	1	.	2	-1	.
O=C(Nc1cccc(C(=O)O)c1)/C(=C\c1ccc2c(c1)OCO2)NC(=O)c1ccc(Br)o1	0.5	-3	-2	-2	0	0	3	0	2
O=C(CN1CCCCC1)N/N=C/c1ccccc1Br	1.2	-11	1	2	-6	0	5	-9	-6
OCc1nnc2c3ccccc3c(-c3ccccc3)nn12	0.4	0	1	0	6	0	1	-4	4
COc1ccc(NC(=S)NCCc2ccc(S(N)(=O)=O)cc2)c(OC)c1	-0.3	4	2	-1	1	-1	3	1	-1
COc1ccc(C(CCN2CCCC(C)C2)c2c(OC)cc(OC)c3c(-c4ccccc4)cc(=O)oc23)cc1 (stereo not drawn)	1.2	10	-4	-2	-2	1	-5	1	8
CN(C)c1ccc(C(=O)OCC(=O)NCC2CCCO2)cc1 (stereo not drawn)	-1.2	-1	3	-2	0	3	-3	-3	0
COC(=O)c1cn(NC(=O)c2cc([N+](=O)[O-])ccc2F)c(=O)c2ccccc12	-0.9	-1	-2	1	8	-1	8	1	9
CCOc1ccc(NS(=O)(=O)c2ccc(C(=O)NC3CCC(O)CC3)cc2)cc1 (stereo not drawn)	-0.7	3	-5	-2	-4	6	-6	-1	1
CC(C)OC(=O)CCC(=O)Nc1nc2ccccc2s1	-1.0	-2	8	1	5	-1	2	-2	0
O=C(CSc1nnc(-c2ccc([N+](=O)[O-])cc2)o1)Nc1ccccn1	-3.9	10	-2	-2	-5	-3	-7	4	6
